# APOBEC3G inh – APOBEC3G DNA deaminase inhibitors, primary screen, biochemical, fluorescence, single-stranded DNA substrate, uHTS; inhibition, % at 20 µM; recombinant A3G, ssDNA deamination FAM/TAMRA fluorescence; hit rate 0.28% among 330,000; DNA dC->dU-editing enzyme APOBEC-3G (Homo sapiens), Q9HC16;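 active = inhibition of at least 40% at 20 µM, with no more than 30% in the related APOBEC3A deaminase screen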;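 also: plate controls were DMSO wells with A3G for no effect and wells lacking A3G enzyme for full effect; some compounds called inactive have numbers as strong as hits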
# mIAP activ – activators of mouse IAP, primary screen, biochemical, luminescence, uHTS; intestinal alkaline phosphatase [Mus musculus]; activation factor at 10 µM; hit rate 0.24% among 330,000; muIAP, CDP-Star luminescence, 30 min; hits give high values; 1 = vehicle-only enzyme signal, 0 = enzyme-free wells; AID 2805, 2010;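 active = activation factor of at least 2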; also: the source names both 10 and 20 µM as test concentration; values of inactives mirror those of a sister screen read the other way
#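 System: Mouse IAP enzyme | Also added: CDP-Star substrate | Dosing: Compounds dispensed in DMSO | Schedule: 30 min enzyme-substrate-compound incubation at room temperature | Technique: Chemiluminescence readout | Control set: DMSO-only wells and no-enzyme negative control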
# hIAP inh – human IAP inhibitors, primary screen, biochemical, luminescence, uHTS; Intestinal-type alkaline phosphatase (Homo sapiens), P09923; purified IAP, CDP-Star luminescence, 30 min; inhibition, % at 10 µM; hit rate 0.12% among 330,000; AID 2544, 2010;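 active = inhibition reaching a set limit with compound at 10 µM in the primary screen, cut at about 35% in these data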;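 also: plate controls were DMSO wells with enzyme for no effect and no-enzyme buffer wells for full effect; values of inactives mirror those of a sister screen read the other way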
# Target sequence (P09923 whole entry, looked up): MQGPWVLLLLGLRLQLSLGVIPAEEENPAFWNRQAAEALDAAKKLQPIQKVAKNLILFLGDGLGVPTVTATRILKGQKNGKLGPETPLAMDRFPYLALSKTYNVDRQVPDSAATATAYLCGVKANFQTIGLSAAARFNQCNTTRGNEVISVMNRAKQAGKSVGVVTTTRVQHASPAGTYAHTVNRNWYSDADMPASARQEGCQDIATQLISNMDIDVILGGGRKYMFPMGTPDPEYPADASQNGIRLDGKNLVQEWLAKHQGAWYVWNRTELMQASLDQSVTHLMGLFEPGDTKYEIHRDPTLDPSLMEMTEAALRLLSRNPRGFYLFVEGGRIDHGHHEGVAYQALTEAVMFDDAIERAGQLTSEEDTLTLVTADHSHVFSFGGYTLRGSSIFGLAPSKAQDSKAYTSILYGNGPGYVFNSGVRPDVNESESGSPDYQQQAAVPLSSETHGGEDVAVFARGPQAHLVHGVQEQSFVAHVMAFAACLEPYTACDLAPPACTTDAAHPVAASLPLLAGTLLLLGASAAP
# APOBEC3A inh – APOBEC3A ssDNA deaminase inhibitors, primary screen, selectivity assay for APOBEC3G inhibitor project, biochemical, FAM/TAMRA oligo cleavage fluorescence; DNA dC->dU-editing enzyme APOBEC-3A (Homo sapiens), P31941; recombinant A3A, FAM/TAMRA ssDNA deamination fluorescence; inhibition, % at 20 µM; hit rate 0.41% among 330,000; AID 493011, 2011;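 active = at least 40% inhibition at 20 µM here, with at most 30% in a related deaminase screen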;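 also: plate controls were A3A with DMSO for no effect and wells lacking A3A enzyme for full effect; some results filed as inactive read as strong as hits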
# Target sequence (P31941 whole entry, looked up): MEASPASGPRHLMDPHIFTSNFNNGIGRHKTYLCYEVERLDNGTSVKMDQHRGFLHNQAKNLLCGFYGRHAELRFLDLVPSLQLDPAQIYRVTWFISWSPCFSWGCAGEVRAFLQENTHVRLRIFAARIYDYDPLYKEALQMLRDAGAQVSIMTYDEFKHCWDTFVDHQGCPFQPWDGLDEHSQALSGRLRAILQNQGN
# ATG4B inh – ATG4B protease inhibitors, primary screen, biochemical, fluorescence, uHTS; hit rate 0.51% among 340,000; inhibition, % at 8.33 µM; ATG4B cleavage of LC3-PLA2, NBD-HPC fluorescence, 1 h; Cysteine protease ATG4B (Homo sapiens), Q9Y4P1; in the data active = inhibition above about 40%
# hIAP act – human IAP activators, primary screen, biochemical, luminescence, uHTS | purified human IAP, CDP-Star luminescence, 30 min; hits give high values; 1 = vehicle-only enzyme, 0 = enzyme-free background | AID 2524, 2010 | hit rate 0.16% among 330,000 | activation factor at 10 µM | Intestinal-type alkaline phosphatase (Homo sapiens), P09923;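 active = activation factor of the enzyme at least 2-fold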; also: the source names both 10 and 20 µM as test concentration; values of inactives mirror those of a sister screen read the other way
# beta cell repl – inducers of MIN6 beta-cell proliferation, primary screen, ATP luminescence, uHTS; proliferation, % at 10 µM; AID 2380, 2010; hit rate 0.29% among 330,000; MIN6 cells proliferation, ATPlite luminescence, 48 h; cells starved in 0.2% serum; 100% = growth in 10% serum;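 active = compounds whose signal lies at least 3.5 SD above the mean of all wells on their plate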;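 also: 0% = DMSO-treated cells in low-serum medium and 100% = 10% serum control; some compounds called inactive have numbers as strong as hits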
# mIAP inh – inhibitors of mouse IAP, primary screen, biochemical, luminescence, uHTS | inhibition, % at 10 µM | intestinal alkaline phosphatase [Mus musculus] | hit rate 0.2% among 330,000 | purified mouse IAP, CDP-Star luminescence, 30 min;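 active = inhibition of at least 40% at 10 µM in the primary screen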;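 also: plate controls were DMSO with enzyme for no effect and no enzyme wells for full effect; values of inactives mirror those of a sister screen read the other way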
# MPTP block – mitochondrial permeability transition pore inhibitors, primary screen, biochemical, isolated mouse mitochondria, absorbance | hit rate 1.4% among 360,000 | Ca2+ swelling absorbance, 30 min | inhibition, % at 10 µM | AID 602449, 2012;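 active = inhibition of 50% or more, scaled per plate between neutral and stimulator controls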;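 also: 0% = DMSO wells given calcium and 100% = 1 mM EGTA wells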
# Numbers without * were called inactive.
SMILES,APOBEC3G inh,mIAP activ,hIAP inh,APOBEC3A inh,ATG4B inh,hIAP act,beta cell repl,mIAP inh,MPTP block
CC1=C(C(=O)OCC2CCCO2)C(c2ccc(C)o2)C2=C(CC(c3ccc(F)cc3)CC2=O)N1 (stereo not given),1,0.98,5,1,-4,0.95,-1,2,-1.3
CCN(CC)c1ccc(-c2sc(Nc3ccccc3)n[n+]2-c2ccc(F)cc2)cc1,-7,0.89,24,-5,21,0.76,-9,11,61*
Oc1ccc2ccccc2c1C1Nc2cccc3cccc(c23)N1,-2,0.85,12,-1,12,0.89,-5,15,3.2
COc1ccc(-c2[nH]nc3c2C(c2ccncc2)C(C#N)=C(N)O3)cc1 (stereo not given),-6,0.95,-15,-1,-11,1.1,-1,5,0.6
Cn1c(N2CCCCC2)cc(=O)n(C)c1=O,-5,1,-25,-1,-10,1.2,-3,-3,-0.6
Nc1nnc(-c2cn(-c3ccccc3)nc2-c2ccccc2)o1,-5,0.98,-7,-2,-12,1.1,-2,2,0.1
CSc1nc(NC(C)(C)C)nc(N2CCOCC2)n1,3,0.98,-7,1,3,1.1,0,2,-0.4
CC(C)(Cc1ccc(O)cc1)NC(=O)CC(=O)N/N=C/c1ccc(Cl)cc1,24,0.96,-14,-4,-6,1.1,-4,4,3.4
COc1ccc(CCNC(=O)COc2ccc(S(=O)(=O)N3CCOCC3)cc2C)cc1,-4,0.99,2,-3,-8,0.98,3,1,-1.5
Cc1cc(C(=O)CS(=O)(=O)c2ccccc2)cc(C)c1O,-5,1,-5,0,-2,1.1,-4,-3,-1.0
CC(=O)c1cccc(NC(=O)COC(=O)COc2ccccc2C)c1,1,0.9,14,0,0,0.86,2,10,-0.6
O=C(CN(c1cccc([N+](=O)[O-])c1)S(=O)(=O)c1ccccc1)N1CCCCC1,-9,1,-8,-5,-1,1.1,1,-3,-1.5
O=C(Nc1c(F)cc(F)cc1Br)C1CCCO1 (stereo not given),-8,0.91,0,-2,25,1,0,9,-2.4
O=S(=O)(NCCc1ccccc1)c1ccccc1,-7,1,8,-4,-3,0.93,2,-4,-3.5
c1c(C2CCCCC2)n[nH]c1CN1CCCCC1,0,1,-3,1,-9,1,1,-1,-1.6
CCC(=O)N1c2ccccc2NC2=C(C(=O)CCC2)C1c1cccnc1 (stereo not given),-3,1,0,-2,-2,1,0,-1,0.2
COCCNC(=O)CCc1c(C)nc2nc(-c3cc(OC)cc(OC)c3)nn2c1C,-5,0.91,7,-1,3,0.93,3,9,-0.2
COc1ccccc1NS(=O)(=O)c1ccc(Cl)c(NC(=S)NC(=O)C2CCCC2)c1,-10,0.93,1,-2,35,0.99,0,7,12
Cc1ccc(CN2CCN(/N=C/c3ccco3)CC2)c(C)c1,-10,1.1,7,-6,-8,0.93,-4,-14,-0.1
COc1cc2sc(C)nc2c2ccccc12,6,1,11,36,-9,0.89,1,-2,0.1
COC(=O)C1=C(C)N=C2SC(C)C(=O)N2C1c1cccs1 (stereo not given),3,1,-2,-1,-17,1,0,-3,-1.4
O=C(NCCc1c[nH]c2ccccc12)c1ccc(-n2cnnn2)cc1,-4,1.1,9,-7,-4,0.91,0,-13,0.6
Cc1c(Br)c([N+](=O)[O-])nn1CCCC(=O)Nc1sc2c(c1C#N)CCC2,18,0.81,5,3,30,0.95,-3,19,3.5
COC(=O)Nc1sc2nc(C)cc(C)c2c1-n1cccc1,-1,0.95,2,0,-2,0.98,8.2*,5,2.3
OCCC1CN(Cc2ccccc2-c2ccco2)CCN1Cc1ccsc1 (stereo not given),-5,1,1,-1,-5,0.99,5,0,1.1
Cc1cc(SCC(=O)c2cc(C)n(C)c2C)nc2ccccc12,-7,0.82,8,-5,7,0.92,0,18,-12
Cc1cccc(CCNS(=O)(=O)c2cc3c(cc2C)NC(=O)CO3)c1,1,1,14,1,7,0.86,-1,-2,-1.1
C/C(=N/NC(=O)CNC(=O)C1COc2ccccc2O1)c1cccc(O)c1 (stereo not given),3,0.98,17,-3,-8,0.83,-3,2,3.2
Cn1nc(-c2ccccc2)cc1NC(=O)C1CCCCC1,-4,1.1,-6,-1,-4,1.1,-1,-12,0.1
CC(=O)Nc1ccc(NC(=O)C(C)OC(=O)CN(C)S(=O)(=O)c2ccc(Cl)cc2)cc1 (stereo not given),-2,1.1,16,-2,-10,0.84,2,-12,-3.2
CC(Oc1ccc(Cl)cc1Cl)C(=O)N/N=C1\CCCc2ccccc21 (stereo not given),1,0.98,0,4,7,0.99,-3,2,-1.0
CC1CCN(C(=S)SCc2nc(N)nc(Nc3ccccc3)n2)CC1,-8,0.88,-2,-1,-9,1,0,12,8.7
O=C(NNC(=S)NC(=O)c1ccccc1[N+](=O)[O-])c1ccccc1O,1,0.73,-135,-4,-1,2.4*,-3,27,-1.3
CCCCCCCCn1c(=O)c(C(=O)OC)c(N)c2ccccc21,7,1,-70,5,-12,1.7,-4,-1,10
O=C(c1cc2ncc(Br)cn2n1)N1CCN(C(=O)c2ccco2)CC1,0,1,6,42*,-3,0.94,1,-2,-0.9
COc1ccc(C2Nc3ccccc3C(=O)N2C2CCCCC2)cc1 (stereo not given),-6,0.93,2,-2,12,0.98,-3,7,0.9
O=C(c1ccco1)N1CCN(C(=O)c2cc(=O)[nH]c3ccccc23)CC1,-11,1,9,-2,-6,0.91,-1,-2,0.2
Cc1cc(C)n2nc(CC(=O)NNC(=O)COc3cccc(C)c3C)nc2n1,-5,0.91,-106,-5,-2,2.1*,-2,10,-2.8
Cc1ccc2[nH]c(=O)c(CN(CC3COCCO3)C(=O)Nc3ccccc3F)cc2c1 (stereo not given),10,1,2,2,7,0.98,0,-5,-0.8
O=C(CN1C(=O)COc2ccccc21)N1CCCc2ccccc21,1,0.98,24,1,-2,0.76,0,2,0.9

# Filtered by structure: those above with bromine.
SMILES,APOBEC3G inh,mIAP activ,hIAP inh,APOBEC3A inh,ATG4B inh,hIAP act,beta cell repl,mIAP inh,MPTP block
O=C(Nc1c(F)cc(F)cc1Br)C1CCCO1 (stereo not given),-8,0.91,0,-2,25,1,0,9,-2.4
Cc1c(Br)c([N+](=O)[O-])nn1CCCC(=O)Nc1sc2c(c1C#N)CCC2,18,0.81,5,3,30,0.95,-3,19,3.5
O=C(c1cc2ncc(Br)cn2n1)N1CCN(C(=O)c2ccco2)CC1,0,1,6,42*,-3,0.94,1,-2,-0.9

# Next results:
SMILES,APOBEC3G inh,mIAP activ,hIAP inh,APOBEC3A inh,ATG4B inh,hIAP act,beta cell repl,mIAP inh,MPTP block
Cc1ccc(S(C)(=O)=O)cc1S(=O)(=O)Nc1cccc(Cl)c1,-8,0.81,-2,-3,9,1,0,19,0.2
CCOP(=O)(OCC)C(Nc1ccc(C)cc1)c1ccco1 (stereo not given),2,1,6,-1,-4,0.94,-2,-2,-1.4
CN(CCC1CCOCC1)C(=O)CC1C(=O)NCCN1CC1CCCCC1 (stereo not given),-5,0.97,5,-1,-10,0.95,0,3,-0.5
CCOC(=O)C1CN(S(=O)(=O)c2ccccc2)CCN1S(=O)(=O)c1ccccc1 (stereo not given),-2,0.98,11,9,-6,0.89,-1,2,-0.3
CCn1c(C)nnc1SCC(=O)NC1CCCCCC1,-2,1,3,1,-2,0.97,-1,-2,-0.1
S=C(NCc1ccc(Cl)cc1)Nc1ccncc1,-5,1.1,-13,-5,-4,1.1,-8,-15,98*
CCN(CC(=O)c1c(N)n(C)c(=O)n(C)c1=O)c1cccc2ccccc12,-3,0.91,-20,-1,-12,1.2,-2,9,2.3
CCOc1ccc(N(CC(=O)Nc2cccnc2)S(=O)(=O)c2ccc(C)cc2)cc1,-2,1,6,-2,-1,0.94,-6,-5,1.5
Cc1ccc(NC(=O)CNC(=O)CC23CC4CC(CC(C4)C2)C3)c(O)c1,-2,1.1,-2,0,-7,1,-2,-8,0.0
O=C1CCC(/C=C/c2ccccc2)=NN1,-7,1,-21,-1,3,1.2,-1,-2,0.5
O=C(N/N=C/c1ccccn1)c1ccc([N+](=O)[O-])cc1Cl,-2,0.97,-35,-3,-5,1.3,-2,3,0.1
Cc1cc(Cl)ccc1OCC(=O)N(Cc1cccs1)C1CCS(=O)(=O)C1 (stereo not given),-8,1,16,-2,1,0.84,0,-1,0.5
CC(C)OC(=O)c1ccc(NC(=O)c2cncc(Br)c2)cc1,-5,0.99,0,1,-11,1,-3,1,18
CN1CCN(c2ccc(NC(=O)c3cc(Cl)c4c(c3)OCCO4)cc2)CC1,-8,0.91,-5,-1,-16,1,-3,9,0.0
O=C(NCCc1ccccn1)c1cc(-c2ccc(Cl)c(Cl)c2Cl)nc2ccccc12,-5,0.96,-2,-2,18,1,0,4,-0.8
COCCN=c1scc(-c2cccs2)n1/N=C(\C)c1ccco1,16,1,-8,0,4,1.1,-4,-4,-3.9
CCCCCOC(=O)CSc1nnc(-c2ccccc2)c(=O)[nH]1,-2,0.92,3,0,-4,0.97,-1,8,4.9
N#Cc1c(N)nc(Sc2ccc(Cl)cc2)c(C#N)c1-c1ccccc1Cl,-5,0.95,-8,-1,1,1.1,-4,5,76*
CN(C)CCn1c(SCc2ccccc2C#N)nc2c(sc3ccccc32)c1=O,-8,0.95,0,-1,-11,1,0,5,-1.8
COC(=O)C1CCN(C(=O)CSc2nnc(-c3ccccc3)o2)CC1,-3,1,-19,0,-5,1.2,0,0,-1.8

# Reprinted from the part before: two compounds, followed by the next part.
SMILES,APOBEC3G inh,mIAP activ,hIAP inh,APOBEC3A inh,ATG4B inh,hIAP act,beta cell repl,mIAP inh,MPTP block
CN(C)CCn1c(SCc2ccccc2C#N)nc2c(sc3ccccc32)c1=O,-8,0.95,0,-1,-11,1,0,5,-1.8
COC(=O)C1CCN(C(=O)CSc2nnc(-c3ccccc3)o2)CC1,-3,1,-19,0,-5,1.2,0,0,-1.8
O=C(CSc1nccn1-c1ccc(Cl)cc1)N1CCCc2ccccc21,-3,0.94,1,-3,8,0.99,0,6,1.0
COc1cccc(CN(C)CC(=O)Nc2cc(S(=O)(=O)N3CCCC3)ccc2Cl)c1OC,-7,1,-13,1,0,1.1,-2,-1,7.4
COc1cc(Cn2nnc3ccccc32)ccc1O,-7,1,4,-3,0,0.96,-2,0,-0.5
CCOC(=O)Nc1ccc2c(c1)N(C(=O)CCN1CCOCC1)c1ccccc1S2=O (stereo not given),0,1,-9,1,-9,1.1,-6,-1,1.6
Nc1nc(NC(=O)c2ccco2)nn1-c1ccccc1,-7,0.65,1,-5,-3,0.99,-2,35,-1.7
Cc1ccc(Cl)cc1N1CCN(C(=O)CNC(=O)c2ccc(Br)o2)CC1,-13,1.1,-7,-2,-5,1.1,-2,-5,-1.6
C/C(=N\Nc1ccc2nncn2n1)c1ccco1,-6,1,-15,0,1,1.2,-2,-4,2.4
CN(C1CCCCC1)S(=O)(=O)c1ccc(NC(=O)c2ccc(Br)o2)cc1,5,0.94,-3,1,0,1,-2,6,-0.9
